High-throughput results: PubChem BioAssay, Sanford-Burnham Center for Chemical Genomics
Apaf1 inhib = blocks human Apaf-1 apoptosome activity; O14727; AID 489030; reconstituted apoptosome caspase-3 activity, DEVD-Rh110 fluorescence; hit rate 0.71% among 330,000; inhibition, % at 20 µM; active = inhibition of at least 40% at 20 µM;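 note: plate controls were DMSO wells for no effect and DEVD-CHO caspase inhibitor wells for full effect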
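Material: biochemical Apaf-1 apoptosome reconstitution. Medium: Hepes buffer, pH 7.5. Also added: cytochrome c activation, bis-DEVD rhodamine 110 substrate. Timing: 30 min compound preincubation, 50 min activation, room temperature. Measured by: rhodamine 110 fluorescence at Ex 480/Em 540 nm.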
SENP7 inh = blocks the human protease SENP7. AID 434973. inhibition, % at 5 µM. hit rate 1.5% among 330,000. recombinant SENP7, Z-RLRGG-aminoluciferin luminescence, 40 min;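 active = inhibition above about 50% at the single test dose, limit read from the data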;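 note: plate controls were DMSO with enzyme for no effect and no enzyme buffer wells for full effect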
Target sequence (Q9BQF6 706-1050 limits assumed): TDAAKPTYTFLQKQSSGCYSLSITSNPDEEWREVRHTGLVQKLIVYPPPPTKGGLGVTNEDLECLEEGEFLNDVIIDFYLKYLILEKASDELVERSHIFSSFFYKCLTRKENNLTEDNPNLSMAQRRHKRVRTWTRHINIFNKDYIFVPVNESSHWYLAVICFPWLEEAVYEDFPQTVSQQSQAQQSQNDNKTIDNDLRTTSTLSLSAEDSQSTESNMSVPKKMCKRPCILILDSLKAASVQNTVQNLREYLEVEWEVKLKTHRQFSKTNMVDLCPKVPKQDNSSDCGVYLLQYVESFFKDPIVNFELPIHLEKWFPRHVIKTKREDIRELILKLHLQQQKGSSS
SENP8 block = SENP8 protease inhibition. hit rate 1.2% among 330,000. inhibition, % at 10 µM. Q96LD8. purified SENP8, Z-RLRGG-aminoluciferin cleavage, luminescence
Target sequence (Q96LD8 whole entry, looked up): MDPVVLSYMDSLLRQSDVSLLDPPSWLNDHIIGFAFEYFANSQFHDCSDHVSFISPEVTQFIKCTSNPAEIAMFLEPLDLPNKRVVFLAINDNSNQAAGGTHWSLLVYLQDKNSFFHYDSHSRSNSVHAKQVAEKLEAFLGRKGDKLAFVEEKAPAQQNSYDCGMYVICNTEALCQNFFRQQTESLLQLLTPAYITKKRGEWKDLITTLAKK
HKDC1 inh = HKDC1 (human) hexokinase inhibition | Q2TB90 | recombinant HKDC1, G6PDH/diaphorase resazurin coupled fluorescence | inhibition, % at 20 µM | hit rate 0.16% among 340,000 | AID 493160;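 active = inhibition above about 35% when tested at 20 µM, limit read from the data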;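 note: plate controls were DMSO wells with enzyme for no effect and DMSO wells lacking enzyme for full effect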
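test system = in-house recombinant HK5 (HKDC1) enzyme | amount = HKDC1 at 5 µg/mL | control set = DMSO-enzyme wells negative, buffer-substituted wells positive | compound = one dose of 20 µM, 1% DMSO | schedule = reaction time 90 min, room temperature, protected from light | technique = resorufin fluorescence at 613 nm | reagent = glucose with 1 mM ATP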
Jurkat NFkB inh = inhibitors of the PMA/ionomycin-induced NF-kB reporter in Jurkat cells. PMA/ionomycin-induced NF-kB luciferase reporter, luminescence. inhibition, % at 4 µM. hit rate 0.53% among 330,000. AID 435003
UBC13 polyUb = blocks human UBC13 polyubiquitin chain formation. inhibition, % at 20 µM. TR-FRET. P61088. hit rate 0.47% among 330,000; in the data active = inhibition above about 45%, passing the limit was not always enough
Target sequence (P61088 whole entry, looked up): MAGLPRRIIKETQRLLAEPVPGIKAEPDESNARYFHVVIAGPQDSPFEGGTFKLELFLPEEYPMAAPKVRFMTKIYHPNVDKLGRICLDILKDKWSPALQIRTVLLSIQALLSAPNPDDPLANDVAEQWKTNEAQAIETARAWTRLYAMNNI
697 NFkB inh = lowers PMA/ionomycin-induced NF-kB signal in 697 B cells | 697 B-cell NF-kB luciferase reporter, 16 h | AID 435022 | inhibition, % at 4 µM | hit rate 0.33% among 330,000; in the data active = inhibition above about 35%
Gli-Sufu antag = antagonists of Gli-Sufu signaling; Sufu-KO-LIGHT fibroblasts, Gli luciferase reporter luminescence; inhibition, % at 5 µM; hit rate 0.74% among 340,000; AID 588413;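 active = inhibition above about 55%, limit read from the data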;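 note: 0% = DMSO-treated cells and 100% = wells with medium but no cells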
An asterisk follows results filed as active; . = no result given; & = joins results of further samples. Cut-off read from the data, not from the text of the source, unless noted: active = inhibition above about 50%; inactive = the rest.

Every second line gives: Apaf1 inhib | SENP7 inh | SENP8 block | HKDC1 inh | Jurkat NFkB inh | UBC13 polyUb | 697 NFkB inh | Gli-Sufu antag
1) Cn1ncc(C#N)c1/N=C/N(Cc1ccccc1)Cc1ccccc1
  18 | -5 | 8 | -2 | 3 | 1 | -56 | 5
2) O=C(Nc1ccc(S(=O)(=O)Nc2nccs2)cc1)c1ccc(F)cc1
  8 | 13 | 1 | 2 | 26 | -8 | 7 | 1
3) NC(=O)c1nsc(C(=O)N(c2ccc(Cl)cc2)C(C(=O)NCC2CCCO2)c2cccs2)c1N (configuration not stated)
  24 | -2 | -4 | -4 | 7 | 46* | 7 | 12
4) O=C(COc1ccc(S(=O)(=O)NC2CCCC2)cc1)NCC1CCCO1 (configuration not stated)
  4 | -6 | -6 | -3 | -4 | -5 | -11 | 15
5) COc1ccc(NC(=O)C/C(C)=N/NC(=O)c2cnccn2)cc1
  -7 | 1 | 6 | 0 | -7 | 5 | 13 | 14
6) CCOc1cc(NC(=S)NCC2CCCO2)c(OCC)cc1NC(=O)c1ccccc1F (configuration not stated)
  18 | -2 | -5 | -1 | 0 | -8 | -1 | 19
7) CCOP(=O)(OCC)c1nc(-c2cccc3ccccc23)oc1N1CCCCC1
  22 | 7 | 3 | 0 | 9 | 26 | 21 | 6
8) CCOC(=O)C1=C(C(F)(F)F)Nc2ncnn2C1c1cc(OC)c(OC)cc1OC (configuration not stated)
  6 | 13 | 1 | -15 | 2 | -7 | -35 | 6
9) O=C(CN1CCN(Cc2ccc(F)cc2)C1=O)NC1CCCC1
  -20 | 3 | 2 | -3 | -1 | 12 | 16 | 12
10) CN1CCN(C(=O)C2=C[C@H](c3coc4ccccc4c3=O)C[C@H](OCCCCO)O2)CC1
  5 | 8 | -1 | -6 | 5 | 11 | 15 | -3
11) CN(CC(=O)Nc1ccc(N2CCOCC2)cc1)C(=O)c1cccc(Cl)c1Cl
  3 | 1 | 3 | 3 | -7 | -3 | 9 | -11
12) O=C(Nc1cccc(NC(=O)c2ccco2)c1)c1ccc([N+](=O)[O-])cc1
  -6 | 4 | -7 | -10 | 6 | -4 | 9 | -1
13) COc1ccc(N(C(=O)c2cnccn2)C(C(=O)NC2CCCCC2)c2ccccc2)cc1 (configuration not stated)
  12 | -5 | -16 | 2 | -9 | 0 | 3 | -3
14) COc1ccccc1N(CC(=O)NCCN1CCOCC1)S(=O)(=O)c1ccccc1
  2 | -2 | 1 | -3 | 10 | 2 | 4 | -13
15) Cc1ccc(C(=O)CSc2nc(N)cc(=O)[nH]2)cc1C
  5 | -3 | -5 | -4 | -10 | 2 | -11 | 0
16) O=C(NCc1ccccc1)C12CC3CC(CC(Br)(C3)C1)C2
  4 | 10 | -2 | -1 | 2 | 1 | 12 | -4
17) CCn1c(SCc2ccc(C#N)cc2)nnc1-c1cccc(Cl)c1
  3 | 4 | -1 | -5 | 20 | 10 | 18 | 6
18) COC(=O)[C@H](CCSC)NC(=O)N1CCN(Cc2ccccc2)CC1
  -6 | -3 | -9 | 1 | -1 | -4 | 23 | 7
19) Cc1ccc(/C=C/c2nc3ccccc3s2)s1
  12 | 10 | 86* | 0 | -106 | 2 | -381 | -47
20) O=C(O)c1cccc([N+](=O)[O-])c1C(=O)Nc1nc2ccccc2s1
  -9 | 3 | 3 | -14 | 6 | 1 | 6 | -10
21) COc1ccc2[nH]c(C)c(CCNC(=S)Nc3ccc(F)cc3)c2c1
  -14 | -1 | -9 | 7 | -8 | 3 | 7 | -4
22) Cc1ccnc(NC(=O)CCC(=O)N(CC(=O)NC2CCCCC2)CC2CCCO2)c1 (configuration not stated)
  -14 | -5 | -3 | 2 | 5 | 4 | 4 | -4
23) COc1ccc(C2=NN(C)C(=NCc3ccccc3)SC2)cc1
  -6 | -6 | -4 | -3 | -10 | 5 | -15 | -13
24) O=C(NCC1CCCO1)c1ccc(NC(=O)C2CCCCC2C(=O)O)cc1 (configuration not stated)
  -17 | 15 | -3 | -3 | 3 | -7 | 12 | 2
25) O=C(Nc1ccc(S(=O)(=O)NC2CCCCC2)cc1)c1ccco1
  7 | 3 | 2 | -3 | 13 | 2 | -12 | 12
26) CC(=O)Nc1ccc(S(=O)(=O)N/N=C/c2ccc(C)s2)cc1
  -5 | -3 | -6 | 2 | -54 | -4 | -54 | 42
27) COC(=O)c1c(NC(=O)CCNCc2ccco2)sc2c1CCC2
  2 | -4 | -6 | -4 | 5 | -4 | -7 | -4
28) CCc1sc(N(C(=O)Cc2ccccc2)c2ccccc2F)nc1-c1ccc(C)cc1
  1 | -1 | -10 | -5 | -3 | -34 | -15 | 4
29) CCOc1ccc(N(CC(=O)NCC(C)C)S(C)(=O)=O)cc1
  4 | 2 | 1 | 0 | -9 | -1 | 17 | 1
30) CCOc1ccc(CCNC(=O)c2ccc(CS(=O)Cc3ccccc3Cl)o2)cc1 (configuration not stated)
  8 | 17 | -2 | 1 | -13 | -8 | -37 | 2
31) COC(=O)c1ccc(COc2ccc(/C=N/Nc3nc(C)cc(=O)[nH]3)cc2)cc1
  -2 | -5 | -3 | 9 | -12 | -22 | -14 | -15
32) O=C1c2ccccc2C(=O)c2c1cccc2N1CCN(C/C=C/c2ccccc2)CC1
  4 | -5 | -3 | 1 | 13 | -35 | -9 | 8
33) O=C(O)CSc1cccc2cccnc12
  5&3 | 11&-8 | 4&-10 | 5&0 | -13&1 | 2&7 | -4&-24 | 8&11
34) Cc1ccc(NC(=O)c2ccco2)c(NC(=O)CN2C(=O)c3ccccc3C2=O)c1
  7 | -4 | -8 | -2 | 4 | -9 | 9 | 2
35) COC(=O)c1cc(=O)n(Cc2ccc3c(c2)OCO3)c(=Nc2ccc(F)c(Cl)c2)s1
  9 | -7 | 8 | 14 | 24 | -2 | 31 | 11
36) COc1ccc(CCNC(=O)CNC(=O)c2ccc3c(c2)OCO3)cc1OC
  12 | -4 | -8 | 2 | -2 | -8 | 0 | -8
37) CCOC(=O)c1oc2ccccc2c1NC(=O)c1cc(OC)cc(OC)c1
  4 | 12 | -1 | -10 | 6 | 8 | 1 | -4
38) CCCN=C1N(CC)C[C@@H]2[C@@H]3C(=O)N(Cc4ccccc4)C(=O)[C@@H]3[C@](Cc3ccccc3)(C(=O)OC)N12
  -3 | -6 | . | 4 | . | . | 24 | 3
39) CCN(CC)c1ccc(NS(=O)(=O)c2cn(C)c(=O)n(C)c2=O)c(C)c1
  9 | 0 | 8 | -2 | 7 | -6 | 16 | 0
40) COCCn1c(=S)[nH]c2cc(C(=O)N3CCN(Cc4ccc5c(c4)OCO5)CC3)ccc2c1=O
  25 | -16 | -9 | -1 | 31 | -9 | -24 | 0

41. Cc1ccc(CNC(=O)c2cccnc2Sc2cccc(Cl)c2)cc1
42. COc1ccc(N2CC(C(=O)N3CCN(C(=O)c4ccco4)CC3)CC2=O)cc1 (configuration not stated)
43. Cc1cccc(NC(=S)NCCN(C2CCCCC2)C2CCCC2)c1
44. COC(=O)c1ccccc1NC(=O)CSc1nc(N)cc(=O)[nH]1
45. O=C(NCC1CCCO1)NC1(C(F)(F)F)Oc2ccccc2O1 (configuration not stated)
46. CC(C)(C)NC(=O)COC(=O)c1nsc(Cl)c1Cl

| compound no. | 41 | 42 | 43 | 44 | 45 | 46 |
| --- | --- | --- | --- | --- | --- | --- |
| Apaf1 inhib | -13 | 0 | -7 | 0 | 5 | 1 |
| SENP7 inh | 3 | -9 | -12 | 0 | 6 | -3 |
| SENP8 block | 3 | 4 | -8 | -1 | -5 | -14 |
| HKDC1 inh | -5 | -9 | -5 | -2 | 4 | 7 |
| Jurkat NFkB inh | -4 | 14 | 6 | 17 | 11 | -7 |
| UBC13 polyUb | 3 | 4 | -6 | -4 | 5 | -2 |
| 697 NFkB inh | -9 | 18 | -8 | 13 | -12 | 8 |
| Gli-Sufu antag | 3 | 17 | 18 | 7 | 28 | 3 |

47. CCc1noc(C)c1C(=O)N(C)CC(=O)Nc1ccc(Br)cc1C
48. Cc1nn(-c2ccc(N3CCCCC3)nn2)c(C)c1CCC(=O)Nc1ccc(F)c(F)c1
49. O=C(c1cccc(S(=O)(=O)N2CCOCC2)c1)N(Cc1ccc(F)cc1)Cc1ccco1
50. Cc1ccc(OCC(=O)N2CCN(S(=O)(=O)c3ccc(Cl)s3)CC2)cc1C
51. CC[C@@H](C)[C@H](NC(=O)Cc1c(C)c2c(cc(C)c3c(C)coc32)oc1=O)C(=O)O
52. O=[N+]([O-])c1ccc2c(c1)nnn2-c1ccccc1

| compound no. | 47 | 48 | 49 | 50 | 51 | 52 |
| --- | --- | --- | --- | --- | --- | --- |
| Apaf1 inhib | 8 | 15 | -4 | 13 | 5 | 9 |
| SENP7 inh | -12 | -7 | 2 | 8 | 4 | 3 |
| SENP8 block | -2 | 0 | 3 | -6 | 3 | -13 |
| HKDC1 inh | -7 | -1 | -7 | 3 | -3 | -3 |
| Jurkat NFkB inh | -9 | -55 | 15 | 12 | -30 | -18 |
| UBC13 polyUb | -9 | -18 | 1 | 6 | 6 | -4 |
| 697 NFkB inh | -19 | -104 | -3 | 11 | -16 | -13 |
| Gli-Sufu antag | -11 | 28 | 13 | 11 | 15 | -10 |

53. CCOc1ccc(C2C3=C(CCCC3=O)N(CC(=O)O)C3=C2C(=O)CCC3)cc1
54. O=C(Cc1ccsc1)NCC(=O)Nc1ccccc1Br
55. COc1ccc(N(CC(=O)NCc2ccccc2)C(=O)Cn2nnc(-c3ccccc3F)n2)cc1OC
56. O=C(CNC(=O)c1ccco1)OCc1ccc(Cl)cc1
57. Cn1nc(C(F)(F)F)cc1Oc1ncc(C(F)(F)F)cc1Cl
58. NC1=NS(=O)(=O)NC1c1ccc(Br)cc1 (configuration not stated)

| compound no. | 53 | 54 | 55 | 56 | 57 | 58 |
| --- | --- | --- | --- | --- | --- | --- |
| Apaf1 inhib | 17 | -3 | 1 | 13 | -3 | 3 |
| SENP7 inh | 0 | 9 | -7 | 4 | -6 | -1 |
| SENP8 block | 8 | 1 | -11 | -5 | 3 | -1 |
| HKDC1 inh | 16 | 0 | -6 | -5 | -10 | -1 |
| Jurkat NFkB inh | -3 | 1 | -7 | -1 | 16 | 10 |
| UBC13 polyUb | -14 | 3 | -4 | -1 | 5 | 5 |
| 697 NFkB inh | -6 | 6 | -9 | 28 | 17 | 8 |
| Gli-Sufu antag | 1 | 15 | 0 | -7 | 4 | -3 |

59. Cc1ccc(C(=O)CSc2nnc(COc3ccccc3)o2)cc1
60. COC(=O)c1ccc(CSc2nnc3ccccn23)o1
61. CCCCC(=O)Nc1ccc(NC(=O)c2ccc(C)c([N+](=O)[O-])c2)cc1OC
62. O=S(=O)(NCc1cn2ccccc2n1)c1cccs1
63. O=C1c2cccnc2C(=O)N1c1ccccc1-c1ccccc1

| compound no. | 59 | 60 | 61 | 62 | 63 |
| --- | --- | --- | --- | --- | --- |
| Apaf1 inhib | 14 | -4 | 4 | -4 | 10 |
| SENP7 inh | -3 | 11 | 8 | 6 | -12 |
| SENP8 block | 1 | 4 | 1 | -2 | -10 |
| HKDC1 inh | 8 | -10 | -7 | 9 | 2 |
| Jurkat NFkB inh | 6 | -2 | -4 | -20 | -22 |
| UBC13 polyUb | -1 | -1 | 3 | -4 | -30 |
| 697 NFkB inh | 54* | 5 | 0 | -9 | -31 |
| Gli-Sufu antag | 0 | -5 | 16 | -10 | 5 |

One compound at a time (already shown). Order of values: Apaf1 inhib | SENP7 inh | SENP8 block | HKDC1 inh | Jurkat NFkB inh | UBC13 polyUb | 697 NFkB inh | Gli-Sufu antag
O=C1c2ccccc2C(=O)c2c1cccc2N1CCN(C/C=C/c2ccccc2)CC1 across the screens: 4 | -5 | -3 | 1 | 13 | -35 | -9 | 8
CCn1c(SCc2ccc(C#N)cc2)nnc1-c1cccc(Cl)c1 across the screens: 3 | 4 | -1 | -5 | 20 | 10 | 18 | 6
CCc1noc(C)c1C(=O)N(C)CC(=O)Nc1ccc(Br)cc1C across the screens: 8 | -12 | -2 | -7 | -9 | -9 | -19 | -11
NC1=NS(=O)(=O)NC1c1ccc(Br)cc1 (configuration not stated) across the screens: 3 | -1 | -1 | -1 | 10 | 5 | 8 | -3
